GSK3 alpha inh: blocks human GSK-3 alpha kinase; 320,000 tested, 0.1% active; ADP-Glo luminescence, 60 min; inhibition, % at 10 µM; P49840;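 in the data active = inhibition above about 50%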;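 also: GST-tagged GSK-3 alpha with peptide substrate and 25 µM ATP; 0% = DMSO neutral wells and 100% = GW8510 positive control wells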
Target sequence (P49840 whole entry, looked up): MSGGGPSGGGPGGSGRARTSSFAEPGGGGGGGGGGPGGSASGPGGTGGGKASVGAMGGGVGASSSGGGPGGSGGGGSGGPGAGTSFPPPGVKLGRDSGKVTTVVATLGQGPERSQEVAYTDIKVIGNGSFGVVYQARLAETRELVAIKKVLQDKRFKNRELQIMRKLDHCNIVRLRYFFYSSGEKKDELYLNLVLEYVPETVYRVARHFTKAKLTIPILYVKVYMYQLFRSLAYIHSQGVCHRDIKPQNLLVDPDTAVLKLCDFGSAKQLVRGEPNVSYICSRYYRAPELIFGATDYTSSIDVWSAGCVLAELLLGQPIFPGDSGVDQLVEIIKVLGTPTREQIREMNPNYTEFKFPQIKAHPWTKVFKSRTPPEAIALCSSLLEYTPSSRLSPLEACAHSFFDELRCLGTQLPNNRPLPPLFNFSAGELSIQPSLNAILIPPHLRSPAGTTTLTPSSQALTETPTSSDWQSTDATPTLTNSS
AI-2 QS modul: modulators of Vibrio harveyi AI-2 quorum sensing system | 300,000 tested, 0.4% active | activity change, % at 7.5 µM | Vibrio harveyi JMH597 AI-2 luminescence/OD600 ratio, 9 h; stronger effect = lower value; strain lacks LuxN and CqsS sensors; 0 = neutral-control median; in the data active = activity change below about -75%, passing the limit was not always enough; inconclusive = no clear call, values can overlap the other calls;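 also: luminescence divided by OD600 gain over 9 h not by final OD600 alone; inactives centre near 13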
aSyn UTR inh: MLPCN primary screen, SNCA 5' untranslated region | alpha-synuclein 5'UTR reporter, inhibitor activity | inhibition, % (tested at 7.5 µM) | 300,000 tested, 0.82% active | AID 1813; in the data active = inhibition above about 60%; inconclusive = no clear call, values can overlap the other calls;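 also: H4 neuroglioblastoma cells stably carrying SNCA 5'UTR luciferase fusion; 0% = DMSO wells and 100% = positive control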
HSP90 inh: inhibitors of HSP90 luciferase refolding in rabbit reticulocyte lysate | luciferase refolding luminescence, 3 h | inhibition, % at 5.6 µM | 290,000 tested, 0.91% active | AID 1789;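 active = inhibition above the screen-wide mean plus 3 SD, computed separately per campaign, cut at about 16% in these data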;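 also: 0% = DMSO wells and 100% = 60 µM geldanamycin wells; inhibitors lower the luminescence because luciferase stays unfolded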
KLF5 inh: inhibitors of KLF5 expression; DLD-1 KLF5 promoter-luciferase reporter, luminescence; inhibition, % at 5 µM; 290,000 tested, 0.23% active; AID 1700;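 active = inhibition above a per-plate limit of that plate's mean compound inhibition plus 3 SD, cut at about 60% in these data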;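 also: 0% = DMSO wells and 100% = LY294002 at 200 µM; higher means less KLF5 promoter-driven luciferase light; inactives centre near -14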
HSF1 activator: increases HSF-1 driven luciferase reporter signal; NIH3T3-HGL HSF-1 luciferase reporter, MG132, 8 h; 100% = twice DMSO control signal; activation, % at 9 µM; 300,000 tested, 1.7% active; AID 504408;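 active = mean replicate activation of at least 50% with a set share of replicates each reaching 50%; inconclusive = only one of those two conditions met; inactive = mean below 50% and too few replicates reaching it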;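 also: 0% = median of the neutral control wells and 100% = twice that signal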
PolyA inh: blocks polyadenylation in yeast reporter cells. S. cerevisiae SKY197-pL101 polyadenylation reporter, beta-gal luminescence; efflux-impaired pdr1/pdr3 knockout yeast; score 100 = 6 SD above DMSO. calls only at 12 µM. 300,000 tested, 0.02% active. AID 1875;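 active = lowest replicate activity score at least 50, where 100 means six control SD above control mean; inconclusive = lowest score under 50 but half or more replicates reach 50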;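 also: yeast exposed to compound for 9 h at 30 °C; higher score means more reporter readthrough which indicates perturbed polyadenylation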
HSF1 inh: HSF1 inhibition; NIH3T3-HGL HSE-luciferase, MG132-induced, luminescence 8 h; stronger effect = lower value; activity change, negative = inhibition, % at 7.5 µM (by protocol); 300,000 tested, 0.77% active; AID 2098;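 active = more than half of replicate wells show activity change below -50%, luminescence cut by over half; inconclusive = some wells, but at most half, below -50%; inactive = no replicate well below -50%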;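 also: luciferase reports HSF-1 transcriptional activity via heat shock element; 0% = median of DMSO wells and -100% = zero luminescence signal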
IEC-6 cytotox: kills IEC-6 intestinal cells in KLF5 counter-screen; IEC-6 cytotoxicity, luminescence viability; inhibition, % at 5 µM; 290,000 tested, 0.78% active; AID 1825; in the data active = inhibition above about 22%;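 also: 0% = plate median of test compound wells and 100% = cytotoxic reference compound wells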
GSK3beta inhib: inhibitors of human GSK3beta kinase; activity score (negative = inhibition), % at 10 µM; 300,000 tested, 0.038% active; P49841; GST-GSK3beta kinase, ADP-Glo luminescence, 60 min; stronger effect = lower value; AID 2097;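 active = more than half of replicate wells score below -50%, meaning over 50% inhibition versus plate controls; inconclusive = some replicates but at most half score below -50%; inactive = no replicate scores below -50%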;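 also: 0% = median DMSO wells and -100% = median GW8510 positive control wells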
Target sequence (P49841 whole entry, looked up): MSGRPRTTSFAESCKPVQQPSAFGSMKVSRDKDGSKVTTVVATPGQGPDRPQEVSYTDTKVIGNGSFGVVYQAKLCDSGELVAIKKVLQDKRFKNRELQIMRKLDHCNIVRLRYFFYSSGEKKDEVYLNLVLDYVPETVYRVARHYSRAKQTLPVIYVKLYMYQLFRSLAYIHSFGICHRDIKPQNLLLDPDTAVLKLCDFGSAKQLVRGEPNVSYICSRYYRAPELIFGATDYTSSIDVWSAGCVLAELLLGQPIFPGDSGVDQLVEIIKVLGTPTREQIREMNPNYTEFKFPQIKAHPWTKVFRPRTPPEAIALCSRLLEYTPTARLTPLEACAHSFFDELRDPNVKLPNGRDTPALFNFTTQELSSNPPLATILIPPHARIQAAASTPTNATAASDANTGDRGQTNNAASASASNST
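Assay system: GST-fused GSK3beta enzyme, cell-free / Medium: Tris pH 7.5 buffer with MgCl2, DTT, BSA, heparin / Also added: peptide substrate plus 25 µM ATP (final) / Compound: 10 µM single point / Timing: kinase reaction with compound 60 min at room temperature / Detection: ADP-Glo luminescence / Benchmarks: DMSO neutral wells and GW8510 at 20 µM as positive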
* hit, by the source's call; & = joins results of further samples. This is a subset; rates above refer to the full screens.

CC(NC(=O)CCNC(=O)c1ccc(Br)cc1)c1ccc(S(N)(=O)=O)cc1 (stereo unspecified) was read as GSK3 alpha inh -2, AI-2 QS modul 8, aSyn UTR inh 10, HSF1 activator 21, PolyA inh inactive, HSF1 inh 4 and GSK3beta inhib 0.
Screening COc1ccccc1OCc1n[nH]c(=S)n1Cc1ccccc1 returned GSK3 alpha inh 3, AI-2 QS modul 1, aSyn UTR inh 7, HSP90 inh -5, KLF5 inh -10, HSF1 activator -6, PolyA inh inactive, HSF1 inh 0, IEC-6 cytotox -4 and GSK3beta inhib -1.
COC(=O)CSc1snnc1-c1ccc(Cl)cc1Cl was read as GSK3 alpha inh 7, AI-2 QS modul 23, aSyn UTR inh 13, HSP90 inh -1, KLF5 inh -16, HSF1 activator 18, PolyA inh inactive, HSF1 inh -4, IEC-6 cytotox 1 and GSK3beta inhib 1.
CS(=O)(=O)N(CC(=O)NC1CCCCCC1)Cc1ccccc1 was read as GSK3 alpha inh -1, AI-2 QS modul 35, aSyn UTR inh 17, HSP90 inh 5, KLF5 inh -20, HSF1 activator -10, PolyA inh inactive, HSF1 inh -4, IEC-6 cytotox -1 and GSK3beta inhib 0.
`CSc1nc(-c2ccc(Cl)cc2)c(C#N)c(=O)[nH]1` gave GSK3 alpha inh -4, AI-2 QS modul 14, aSyn UTR inh 5, HSP90 inh 2, KLF5 inh 17, HSF1 activator inconclusive, PolyA inh inactive, HSF1 inh 13, IEC-6 cytotox -2 and GSK3beta inhib 3.
For O=C(NCc1csc(-c2cccs2)n1)Nc1ccc(C(F)(F)F)cc1 the results were GSK3 alpha inh -3, AI-2 QS modul 1, aSyn UTR inh 1, HSP90 inh -1, KLF5 inh -10, HSF1 activator 16, PolyA inh inactive, HSF1 inh -3, IEC-6 cytotox 0 and GSK3beta inhib -3.
Screening CCOC(=O)c1[nH]c(C)c(C(=O)/C=C/c2ccc(C(=O)O)cc2)c1C returned GSK3 alpha inh 2, AI-2 QS modul 15, aSyn UTR inh -20, HSP90 inh 2, KLF5 inh -23, HSF1 activator 13, PolyA inh inactive, HSF1 inh 4, IEC-6 cytotox -8 and GSK3beta inhib -9.
`CCn1c(=O)cc(SCC(=O)N2CCC(C)CC2)c2ccccc21` gave GSK3 alpha inh -1, AI-2 QS modul 5, aSyn UTR inh -4, HSP90 inh 4, KLF5 inh -7, HSF1 activator 19, PolyA inh inactive, HSF1 inh 12, IEC-6 cytotox 15 and GSK3beta inhib 1.
`CCN(CC)S(=O)(=O)c1cccc(C(=O)N/N=C/c2cccc(O)c2O)c1` gave GSK3 alpha inh 1, AI-2 QS modul 10, aSyn UTR inh 66*, HSP90 inh -3, KLF5 inh -22, HSF1 activator -14, PolyA inh inactive, HSF1 inh -11, IEC-6 cytotox -13 and GSK3beta inhib 3.
Screening Cc1ccc(CNC(=O)c2ccc(N3CCC4(CC3)CC(c3ccccc3)=NO4)c(NC(=O)c3ccco3)c2)cc1 returned GSK3 alpha inh -2, AI-2 QS modul 27, aSyn UTR inh 22, HSP90 inh 8, KLF5 inh 22, HSF1 activator -8, PolyA inh inactive, HSF1 inh 0, IEC-6 cytotox -5 and GSK3beta inhib 0.
Screening Cc1nn(-c2ccc(F)cc2)c(Cl)c1/C=C/C(=O)OCC(=O)Nc1ccc(F)cc1F returned GSK3 alpha inh -3, AI-2 QS modul 10, aSyn UTR inh 0, HSP90 inh 2, KLF5 inh -11, HSF1 activator 24, PolyA inh inactive, HSF1 inh -2, IEC-6 cytotox -6 and GSK3beta inhib 0.
For O=C(NNc1cccc(Cl)n1)c1ccccc1CC[N+](=O)[O-] the results were GSK3 alpha inh -3, AI-2 QS modul -1, aSyn UTR inh 8, HSP90 inh 1, KLF5 inh -26, HSF1 activator 31, PolyA inh inactive, HSF1 inh 8, IEC-6 cytotox 0 and GSK3beta inhib 0.
Cc1ccc(CC(=O)NCc2cccnc2)cc1 was read as GSK3 alpha inh -1, AI-2 QS modul 14, aSyn UTR inh -1, HSP90 inh 0, KLF5 inh -8, HSF1 activator 3, PolyA inh inactive, HSF1 inh -4, IEC-6 cytotox -5 and GSK3beta inhib -1.
Screening CCOc1ccc(CNC(=S)Nc2ccccc2)cc1Cl returned GSK3 alpha inh 1, AI-2 QS modul 6, aSyn UTR inh 11, HSP90 inh -4, KLF5 inh -25, HSF1 activator 17, PolyA inh inactive, HSF1 inh 4, IEC-6 cytotox 1 and GSK3beta inhib -3.
For Cc1ccc(NC(=O)NC2C(NC(=O)Nc3ccc(C)cc3)N(C)C(=O)N2C)cc1 (stereo unspecified) the results were GSK3 alpha inh 1, AI-2 QS modul 5, aSyn UTR inh 3, HSP90 inh 1, KLF5 inh -34, HSF1 activator 2, PolyA inh inactive, HSF1 inh -7, IEC-6 cytotox 0 and GSK3beta inhib -1.
For O=C(CCS(=O)(=O)c1ccccc1)Nc1ccccn1 the results were GSK3 alpha inh 4, AI-2 QS modul 7, aSyn UTR inh -21, HSP90 inh 5, KLF5 inh -24, HSF1 activator 59*, PolyA inh inactive, HSF1 inh 17, IEC-6 cytotox -6 and GSK3beta inhib -5.
`Cc1cc(C)c(-c2noc(C(=O)OC(C)(C)C)c2C(=O)OC(C)(C)C)c(C)c1` gave GSK3 alpha inh -4, AI-2 QS modul 8, aSyn UTR inh -2, HSP90 inh -1, KLF5 inh -15, HSF1 activator 1, PolyA inh inactive, HSF1 inh -1, IEC-6 cytotox 0 and GSK3beta inhib -2.
`S=C(Nc1ccccn1)c1ccccn1` gave GSK3 alpha inh -2, AI-2 QS modul -3, aSyn UTR inh -115, HSP90 inh 3&5, KLF5 inh -122&-109, HSF1 activator 38, PolyA inh inactive, HSF1 inh 17, IEC-6 cytotox 3&-2 and GSK3beta inhib 0.
CCOc1ccc(C2=[N+]([O-])C(C)(C)N(O)C2(C)C)cc1 was read as GSK3 alpha inh 0, AI-2 QS modul 15, aSyn UTR inh 3, HSP90 inh -2, KLF5 inh -28, HSF1 activator -3, PolyA inh inactive, HSF1 inh 3, IEC-6 cytotox 1 and GSK3beta inhib 0.
COc1ccc(C(=O)Nn2cnc3ccccc3c2=O)c(OC)c1 was read as GSK3 alpha inh 7, AI-2 QS modul 20, aSyn UTR inh -88, HSP90 inh -1, KLF5 inh -96, HSF1 activator 21, PolyA inh inactive, HSF1 inh 11, IEC-6 cytotox 2 and GSK3beta inhib 3.
`CCC(CC)C(=O)c1c[nH]c(C(=O)NCc2ccc(F)cc2)c1` gave GSK3 alpha inh 1, AI-2 QS modul 14, aSyn UTR inh 5, HSP90 inh -2, KLF5 inh -14, HSF1 activator 29, PolyA inh inactive, HSF1 inh -1, IEC-6 cytotox 4 and GSK3beta inhib -2.
`COc1ccc(-n2nc(C(=O)NCC(=O)NC3CCCCCC3)c3ccccc3c2=O)c(OC)c1` gave GSK3 alpha inh -1, AI-2 QS modul 26, aSyn UTR inh 11, HSP90 inh 3, KLF5 inh -13, HSF1 activator -3, PolyA inh inactive, HSF1 inh -3, IEC-6 cytotox 6 and GSK3beta inhib -5.
`Cc1ccc(C(=O)N2CCCC(N3CCN(c4ccccc4F)CC3)C2)s1` (stereo unspecified) gave GSK3 alpha inh 2, AI-2 QS modul -20, aSyn UTR inh -6, HSP90 inh 1, KLF5 inh -19, HSF1 activator 38, PolyA inh inactive, HSF1 inh 12, IEC-6 cytotox 4 and GSK3beta inhib 2.
Screening COc1ccc(S(=O)(=O)NNC(=O)Nc2ccc(F)cc2)cc1 returned GSK3 alpha inh 4, AI-2 QS modul 3, aSyn UTR inh 3, HSF1 activator 5, PolyA inh inactive, HSF1 inh -7 and GSK3beta inhib -2.
For O=C(O)Cc1ccc2ccc3ccccc3c2c1 the results were GSK3 alpha inh -5, AI-2 QS modul 22, aSyn UTR inh 17, HSF1 activator -3, PolyA inh inactive, HSF1 inh -3 and GSK3beta inhib 1.
CC1(c2ccccc2Cl)NC(=O)N(CC(=O)NCc2ccc3c(c2)OCO3)C1=O (stereo unspecified) was read as GSK3 alpha inh -2, AI-2 QS modul 26, aSyn UTR inh -9, HSP90 inh -3, KLF5 inh -7, HSF1 activator 1, PolyA inh inactive, HSF1 inh -4, IEC-6 cytotox -4 and GSK3beta inhib 4.
Screening Cc1ccc(Oc2c(C(N)=O)cc([N+](=O)[O-])cc2[N+](=O)[O-])cc1 returned GSK3 alpha inh 0, AI-2 QS modul 11, aSyn UTR inh -8, HSP90 inh -1, KLF5 inh 16, HSF1 activator 2, PolyA inh inactive, HSF1 inh -5, IEC-6 cytotox -4 and GSK3beta inhib 1.
CCOc1ccc(-n2c(-c3ccccc3)c[nH]c2=S)cc1 was read as GSK3 alpha inh -3, AI-2 QS modul -1, aSyn UTR inh 10, HSP90 inh 5, KLF5 inh 1, HSF1 activator 17, PolyA inh inactive, HSF1 inh 5, IEC-6 cytotox -3 and GSK3beta inhib -1.
`COC(=O)c1ccc(Cn2cc(/C=C\[N+](=O)[O-])c3ccccc32)o1` gave GSK3 alpha inh 5, AI-2 QS modul -3, aSyn UTR inh 24, HSP90 inh -4, KLF5 inh -19, HSF1 activator -12, PolyA inh inactive, HSF1 inh -3, IEC-6 cytotox -5 and GSK3beta inhib -2.
For O=C(CN1CCOCC1)Nc1nc2ccc(Cl)cc2s1 the results were GSK3 alpha inh 6, AI-2 QS modul 21, aSyn UTR inh -43, HSP90 inh 0, KLF5 inh -98, HSF1 activator 10, PolyA inh inactive, HSF1 inh 8, IEC-6 cytotox -10 and GSK3beta inhib -5.
For O=c1c2cnn(-c3ccccc3)c2nc(-c2cccs2)n1-c1ccc(Cl)cc1 the results were GSK3 alpha inh 0, AI-2 QS modul 21, aSyn UTR inh 8, HSP90 inh 1, KLF5 inh -13, HSF1 activator -2, PolyA inh inactive, HSF1 inh -3, IEC-6 cytotox -15 and GSK3beta inhib 0.
Screening CC(C)(C)c1ccc(-c2n[nH]c(=S)n2CC2CCCO2)cc1 (stereo unspecified) returned GSK3 alpha inh -1, AI-2 QS modul 29, aSyn UTR inh -10, HSP90 inh 1, KLF5 inh -2, HSF1 activator 6, PolyA inh inactive, HSF1 inh 0, IEC-6 cytotox 2 and GSK3beta inhib 0.
For COc1cc(NC(=O)c2cc([N+](=O)[O-])ccc2N2CCOCC2)ccc1NC(=O)c1ccco1 the results were GSK3 alpha inh -2, AI-2 QS modul 3, aSyn UTR inh -10, HSP90 inh 0, KLF5 inh -17, HSF1 activator -12, PolyA inh inactive, HSF1 inh -5, IEC-6 cytotox 5 and GSK3beta inhib 0.
`O=C(CN1C2CCC1CC(NC(=O)Nc1ccccc1)C2)NCc1ccco1` (stereo unspecified) gave GSK3 alpha inh 1, AI-2 QS modul 26, aSyn UTR inh -11, HSP90 inh -8, KLF5 inh -42, HSF1 activator -10, PolyA inh inactive, HSF1 inh 6, IEC-6 cytotox 4 and GSK3beta inhib 3.

Screens from PubChem BioAssay.
